# esBAF inh – Bmi1 luciferase reporter increase in mESCs, primary screen, esBAF inhibitor project, mouse ES cells, Bmi1 luciferase knock-in, single point; 2% of 350,000 active; reporter increase, % at 12.5 µM; 24 h; 100% = twice the neutral-well signal; in the data active means activation above about 40%;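 further: 0% = median of the plate's neutral control wells and 100% = double that signal; a rise in the Bmi1 reporter signal indicates esBAF inhibition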
# RAD54 branch – inhibitors of human RAD54 branch migration, primary screen, biochemical, fluorescence, single point. DNA repair and recombination protein RAD54-like (Homo sapiens), Q92698. RAD54 Holliday junction branch migration, FAM/BHQ fluorescence. inhibition, % at 10.4 µM. 0.14% of 360,000 active;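 active means mean normalized replicate activity at least 40 and at least half of replicates scoring 40 or more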;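 further: 0% = median of neutral control wells and 100% = median of positive control wells; inhibitors cause a drop in the FAM fluorescence signal; in these data hits start at about 50%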
# Target sequence (Q92698 whole entry, looked up): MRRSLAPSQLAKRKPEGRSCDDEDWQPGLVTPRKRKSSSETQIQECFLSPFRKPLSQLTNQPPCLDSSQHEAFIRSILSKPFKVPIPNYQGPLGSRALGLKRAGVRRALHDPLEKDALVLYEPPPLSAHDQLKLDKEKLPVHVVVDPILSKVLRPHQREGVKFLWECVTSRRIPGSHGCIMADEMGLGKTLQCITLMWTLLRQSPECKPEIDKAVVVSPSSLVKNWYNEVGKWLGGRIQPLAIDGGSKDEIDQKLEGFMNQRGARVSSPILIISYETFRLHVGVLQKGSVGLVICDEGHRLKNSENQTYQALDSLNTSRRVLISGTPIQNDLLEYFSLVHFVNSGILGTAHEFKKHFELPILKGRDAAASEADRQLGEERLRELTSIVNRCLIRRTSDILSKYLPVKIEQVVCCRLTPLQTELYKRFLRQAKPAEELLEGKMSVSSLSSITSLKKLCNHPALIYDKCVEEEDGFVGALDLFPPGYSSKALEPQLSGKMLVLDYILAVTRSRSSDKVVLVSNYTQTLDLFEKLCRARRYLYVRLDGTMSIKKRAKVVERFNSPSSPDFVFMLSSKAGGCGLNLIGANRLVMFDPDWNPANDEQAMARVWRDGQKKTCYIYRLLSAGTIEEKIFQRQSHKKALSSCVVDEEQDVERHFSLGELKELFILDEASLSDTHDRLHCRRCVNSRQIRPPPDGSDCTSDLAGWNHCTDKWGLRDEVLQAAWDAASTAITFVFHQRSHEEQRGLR
# ERAP1 inh – human ERAP1 aminopeptidase inhibitors, primary screen, biochemical, single point, plate reader; 0.15% of 340,000 active; recombinant ERAP1, Leu-AMC fluorescence, 60 min; inhibition, % at 10.7 µM; Endoplasmic reticulum aminopeptidase 1 (Homo sapiens), Q9NZ08;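 active means mean replicate inhibition of at least 30%, or all replicates individually reaching that 30% level; inactive means mean below 30% and not every replicate reaching it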;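 further: 0% = neutral control wells and 100% = L-leucinethiol positive control wells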
# XiGFP reactiv – activators of inactive X chromosome reactivation, primary screen, imaging, XiGFP fibroblasts, GFP high-content imaging, set 2 | XiGFP mouse fibroblasts, % GFP-positive cells imaging, 3 d; cells co-treated with 5-aza-dC sensitizer; scaled so ellipticine positive control = 100% | activation, % at 7.58 µM | 0.055% of 360,000 active | AID 743238, 2013;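 active means mean normalized replicate activation at least 10% and every replicate at or above 10%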;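 further: 0% = median of on-plate neutral control wells and 100% = ellipticine 6 µM median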
#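 Schedule: 3 d treatment, 15 min room-temperature fixation; system: 68-5-11 XiGFP fibroblast line; buffer or medium: DMEM plus 5-aza-dC sensitizer; control set: ellipticine 6 µM positive control; compound: one concentration, pinned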
# F508del corr – F508del CFTR correction, initial screen, CFBE line, single point; CFBE cells, YFP halide quenching; stimulated with forskolin plus potentiator P3; % fluorescence drop versus neutral controls; activity (quench increase), % at 7.58 µM; 0.36% of 350,000 active;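 active means mean added fluorescence quench of at least 8% versus neutral control, with both replicates also reaching 8%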;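 further: cells transiently co-express mutant CFTR-F508del with the halide-sensitive YFP; corrector assay measuring rescue of mutant channel to the surface after 24 h compound exposure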
# ARNT TACC3 PPI – disruptors of ARNT/TACC3 protein interaction, primary screen, biochemical, AlphaScreen, single concentration; 0.66% of 390,000 active; Transforming acidic coiled-coil-containing protein 3 (Homo sapiens), Q9Y6A5; AlphaScreen His-ARNT PAS-B/GST-TACC3 binding, luminescence; TACC3 fragment carries E629A point mutation; inhibition, % at 9.99 µM; AID 623870, 2012;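 active means mean inhibition of replicates at least 50% and at least half of replicates each reaching 50%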;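 further: 0% = complete ARNT plus TACC3 wells and 100% = ARNT alone without TACC3; many hits fall short of the cut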
# GSIS activator – GLuc luminescence reporter in INS-1E cells, primary screen for activators of glucose-dependent secretion of insulin. INS-1E GLuc reporter insulin secretion, 2-3 h. activation, % at 16.6 µM. 0.61% of 370,000 active;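 active means lowest replicate activation of at least 40%, so every replicate reaches that level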;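 further: 0% = median of neutral control wells and 100% = median of IBMX positive control wells; some compounds called inactive have numbers as strong as hits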
# RAD52 anneal inh – RAD52 DNA annealing inhibitors, primary screen, biochemical, FRET, single point, set 2. DNA repair protein RAD52 homolog (Homo sapiens), P43351. recombinant RAD52 DNA annealing, FRET fluorescence. inhibition, % at 18.7 µM. 0.46% of 360,000 active. AID 651710, 2012;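 active means every replicate showing at least 50% inhibition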
# The depositor's hits bear a star; . = no result given. An unsorted share of the library (roughly 3.3% active in at least one column).
canonical_smiles	F508del corr	XiGFP reactiv	GSIS activator	RAD54 branch	ERAP1 inh	esBAF inh	RAD52 anneal inh	ARNT TACC3 PPI
OC(COc1ccc(Cl)cc1)CN1CCN(c2cccc(Cl)c2)CC1 (stereo not given)	-1.6	-0.1	-20	-2	-2	-4	-3	-19
CCN(C(=O)COC(=O)c1ccc(O)cc1O)c1c(N)n(Cc2ccccc2)c(=O)[nH]c1=O	-0.2	0.5	5	-9	-2	-2	-11	-14
CCS(=O)(=O)Nc1ccc2c(c1)C(=O)N(C)[C@H]1CC[C@@H](CC(=O)OC)O[C@@H]1CO2	1.5	-0.1	-1	-7	2	1	0	-7
C[C@@H]1CN([C@H](C)CO)C(=O)c2cc(C#CCN(C)C)cnc2O[C@@H]1CN(C)S(=O)(=O)c1cn(C)cn1	-0.3	-1.9	37	-1	1	-17	11	-25
Cc1ccc(NC(=O)c2cc(S(=O)(=O)N3CCOCC3)ccc2Cl)cc1S(=O)(=O)N1CCOCC1	1.6	0.0	3	2	0	2	-24	5
O=C(CSc1cn(CCNC(=O)c2cccs2)c2ccccc12)NC1CCCCC1	-2.6	0.0	-42	-3	6	2	9	29
CN(c1ccccc1)S(=O)(=O)c1cccc(NC(=O)CN2C(=O)NC3(CCCCC3)C2=O)c1	5.2	-0.4	-49	1	3	-3	-12	7
C/C(=N\NC(=S)Nc1cc(S(=O)(=O)N2CCOCC2)ccc1Cl)c1ccc(N2CCOCC2)cc1	0.6	-0.1	-2	-2	1	5	-15	1
Cc1ccc(-n2[nH]c(C)c(C=Nc3ccc(S(=O)(=O)Nc4nc(C)cc(C)n4)cc3)c2=O)c(C)c1	1.7	0.0	.	.	13	.	-21	-1
CCCOc1ccc(C(=O)C(CN2CCCC2)c2ccccc2)cc1 (stereo not given)	-7.7	3.0	32	.	1	.	0	0
COc1cc(CNc2cccc3c2S(=O)(=O)N([C@H](C)c2ccccc2)C[C@@H](COCc2ccccc2)O3)cc(OC)c1OC	-5.2	-0.1	-2	.	-2	.	-17	.
N#C[C@@H]1[C@@H](c2ccc(C#Cc3ccccc3F)cc2)[C@H](CO)N1C(=O)c1cccnc1	0.0	0.0	-2	-1	-1	1	-62	8
Cc1cnc(NS(=O)(=O)c2ccc(Cl)cc2)c(Br)c1	-1.7	0.5	-10	.	5	-1	-10	-5
O=C(Cn1cc(S(=O)(=O)Cc2cccc(F)c2)c2ccccc21)N1CCOCC1	2.9	-0.1	-2	-2	-4	6	6	-1
O=C(O)CSc1nc(-c2ccc(Cl)cc2)nc2c1oc1ccccc12	-2.1	0.0	-32	-8	-2	.	-24	2
COc1cc2c(cc1NC(=O)CCCCCN1C(=O)CCC1=O)oc1ccccc12	.	.	-24	8	.	5	.	-2
COCC(=O)Nc1ccc2c(c1)C(=O)N(C)[C@H]1CC[C@H](CC(=O)Nc3ccccc3C)O[C@@H]1CO2	-0.6	.	.	-7	-4	-1	10	-9
CCOc1ccc2ccccc2c1/C=N/NC(=O)c1cc(C)[nH]n1	-2.2	0.0	-4	0	-3	-10	-6	9
CCOc1ccc(-c2cc(C(=O)Nc3cccc(C(F)(F)F)c3)[nH]n2)c(C)c1	3.6	0.2	12	-9	-5	3	-5	.
Cc1ccc(C(=O)N/C(=C\c2sccc2C)C(=O)NCCCN2CCOCC2)cc1	-0.7	0.1	7	0	2	-7	-19	6
Cc1cc(-c2nnc(SCC(=O)Nc3ccccc3C(F)(F)F)n2N)n[nH]1	1.0	0.3	0	5	1	2	-10	5
Cc1ccc(NS(=O)(=O)c2ccc(-c3ccc(=O)[nH]n3)o2)cc1	-2.1	0.1	-8	-4	0	2	-2	-3
O=C(NNC(=O)c1ccccc1[N+](=O)[O-])c1ccc(NC(=O)c2ccccc2)cc1	-0.9	0.0	5	7	-5	-5	-8	6
COCCNC(=S)N1CCN(Cc2cccc(OC)c2)CC1	-3.1	0.0	1	.	.	4	-5	-4
COC(=O)c1cc(C(=O)OCC(=O)c2ccc[nH]2)cc([N+](=O)[O-])c1	-0.5	0.1	12	-3	0	-11	-12	-2
O=C(O)CCC(=O)Nc1ccc(Br)cn1	.	.	5	4	.	-1	.	-31
COc1ccc(S(=O)(=O)N(C)C[C@H]2Oc3ccc(NC(=O)Nc4ccccc4)cc3CC(=O)N([C@H](C)CO)C[C@@H]2C)cc1	0.4	-0.1	-28	1	0	-4	3	10
COc1ccc(OC)c(C(=O)CSc2nnc(C3CC3)n2C2CC2)c1	0.9	-0.1	.	2	4	-4	-8	.
O=C(Nc1ccc2c(c1)OCO2)C1CC(=O)N(c2ccc3c(c2)OCCO3)C1 (stereo not given)	-3.2	0.0	8	.	2	.	-13	0
CCOc1ccc(N/C(SC)=C(/C#N)C(N)=O)cc1	.	.	-6	-1	.	17	.	-2
O=C(CN1C(=O)CCSc2ccccc21)Nc1ccc2c(c1)OCCO2	.	.	-9	-3	.	5	.	13
Cn1cccc1C(=O)NC(=O)COC(=O)CC12CC3CC(CC(Br)(C3)C1)C2	.	.	-4	-1	.	-25	.	-3
Cc1noc(C)c1S(=O)(=O)Nc1cccc2c1O[C@H](CN(C)S(=O)(=O)c1cn(C)cn1)[C@H](C)CN([C@H](C)CO)C2=O	1.1	-0.6	3	-8	3	0	-25	4
C[C@H]1CN([C@@H](C)CO)S(=O)(=O)c2ccc(C3=CCCCC3)cc2O[C@@H]1CN(C)C(=O)Cc1ccncc1	8.5*	-0.1	-2	-25	-1	3	-21	10
Cc1noc(C)c1S(=O)(=O)Nc1ccc2c(c1)C(=O)N([C@@H](C)CO)C[C@@H](C)[C@@H](CN(C)C)O2	1.0	-0.5	30	-2	-1	4	9	-3
O=C(CSc1nc2c(sc3ccccc32)c(=O)n1CCCN1CCCC1)NCc1ccccc1	1.2	0.2	-4	.	6	.	-1	9
CO[C@@H]1CN(C)C(=O)c2cc(NC(=O)Cc3ccccc3)ccc2OC[C@H](C)N(C)C[C@@H]1C	.	-0.1	6	2	0	-2	5	3
CCCCn1c(N)c(N(CCC(C)C)C(=O)CSc2nc3ccccc3n2C)c(=O)[nH]c1=O	-1.8	0.1	4	-5	10	-2	-19	.
O=C(Nc1ccc(OC(F)(F)F)cc1)c1cc(S(=O)(=O)N2CCCCC2)ccc1N1CCOCC1	0.7	-0.1	-38	-6	1	-1	5	.
COc1ccc(NC(=O)Nc2ccc3c(c2)C(=O)N([C@H](C)CO)C[C@H](C)[C@@H](CN(C)C)O3)cc1	1.2	-0.4	7	-11	-1	3	8	-8
COC(=O)c1sccc1NC(=O)Nc1ccc(OC)cc1OC	0.4	0.1	-9	12	0	.	-8	-17
Cn1nnnc1SCc1nc2scc(-c3ccccc3)c2c(=O)[nH]1	1.8	-0.1	-3	-4	-2	5	-86	-18
CN1CCN(CC(=O)NC23CC4CC(CC(C4)C2)C3)CC1	-1.8	-0.1	19	.	0	0	-12	-2
CN(C)C(=O)[C@H]1[C@H](CO)[C@H]2Cn3c(ccc(-c4ccccc4F)c3=O)[C@@H]1N2C(=O)c1ccccc1	.	0.7	-4	-4	1	-2	-1	4
COCc1cn(CC[C@@H]2CC[C@H](NC(=O)Nc3ccc(OC)cc3)[C@H](CO)O2)nn1	-1.6	-0.3	4	1	-1	1	-12	-1
COc1cccc(-n2c(Cc3cc(=O)[nH]c(=O)[nH]3)nnc2SC(C)C)c1	-1.8	0.0	2	2	.	-5	-31	-2
Cc1cnc(CN2CCCC(C(=O)c3ccc4c5c(cccc35)CC4)C2)[nH]1 (stereo not given)	3.4	0.0	24	.	0	.	-6	31
CC(C)Cn1c(-c2cc(Br)ccc2F)nc2c1c(=O)[nH]c(=O)n2CC(C)C	-1.0	.	-6	0	0	-3	-1	-1
Cc1ccc(NC(=S)N(CCC(C)C)C(C)c2ccncc2)c(Cl)c1 (stereo not given)	-0.2	0.1	-9	-7	1	.	-17	0
Cc1cc(C)c(S(=O)(=O)N2C=CC(C(F)(F)F)=NCC2)c(C)c1	.	.	-8	-8	2	-2	-11	3
CCOc1ccc(N(C(C)=O)c2nc(C)cc(C)c2C#N)cc1	.	.	14	-6	.	-8	.	-5
COc1ccc2[nH]c(C)c(CCNC(=S)Nc3cc(C)ccc3C)c2c1	1.6	0.1	.	5	-4	17	-16	-4
COc1ccc(NS(=O)(=O)c2cc(NC(=O)Cn3cnc4c3c(=O)n(C)c(=O)n4C)ccc2C)cc1	0.0	0.1	-13	0	-3	-1	-88	-1
O=C(Cc1cccc2ccccc12)N/N=C/c1ccc2cccc(O)c2n1	-1.9	0.1	-4	-4	-1	6	10	-2
C[C@@H]1CN([C@H](C)CO)C(=O)Cc2cc(NC(=O)Nc3ccc(F)cc3)ccc2O[C@@H]1CN(C)Cc1ccc(Cl)c(Cl)c1	4.9	0.0	-22	-2	-3	2	0	4
C[C@H]1CN([C@@H](C)CO)C(=O)c2c(c3ccccc3n2C)-c2ccccc2CO[C@@H]1CN(C)C(=O)CCN(C)C	-1.5	0.4	3	8	0	-3	59*	4

# Further records.
canonical_smiles	F508del corr	XiGFP reactiv	GSIS activator	RAD54 branch	ERAP1 inh	esBAF inh	RAD52 anneal inh	ARNT TACC3 PPI
Cc1ccc(OCC(=O)c2c[nH]c3ccccc23)c([N+](=O)[O-])n1	1.1	0.0	.	.	3	.	-4	1
COC(=O)C1=CO[C@@H](O[C@@H]2O[C@H](CO)[C@@H](O)[C@H](O)[C@H]2O)C2C(CO)=CCC12 (stereo not given in full)	-0.5	0.0	12	2	.	-5	-8	-3
CN(C)Cc1c(C(=O)N/N=C/c2ccoc2)nnn1-c1nonc1N	1.2	0.0	6	-1	-1	-4	-5	9
C[C@H]1CN([C@@H](C)CO)C(=O)c2cc(C#CC3CC3)cnc2O[C@H]1CN(C)Cc1ccccn1	-2.8	0.8	-6	-7	-2	-3	-13	31
O=C(CCC(=O)N1CCOCC1)NCCc1ccc(Cl)cc1Cl	-1.2	0.1	-1	4	-2	-1	-5	-9
C[C@@H]1CN([C@@H](C)CO)C(=O)c2cc(NC(=O)CCCN(C)C)ccc2O[C@@H]1CN(C)S(=O)(=O)c1ccc(Cl)cc1	-0.8	-0.4	27	19	1	-1	8	-2
O=C(CNC(=O)c1ccc(C(F)(F)F)cc1)NC1CC1	1.5	0.0	-12	3	-1	2	-5	-4

# Rewritten as labelled records: 3 of the compounds above
Cc1ccc(OCC(=O)c2c[nH]c3ccccc23)c([N+](=O)[O-])n1
  F508del corr: 1.1
  XiGFP reactiv: 0.0
  GSIS activator: .
  RAD54 branch: .
  ERAP1 inh: 3
  esBAF inh: .
  RAD52 anneal inh: -4
  ARNT TACC3 PPI: 1

COC(=O)C1=CO[C@@H](O[C@@H]2O[C@H](CO)[C@@H](O)[C@H](O)[C@H]2O)C2C(CO)=CCC12 (stereo not given in full)
  F508del corr: -0.5
  XiGFP reactiv: 0.0
  GSIS activator: 12
  RAD54 branch: 2
  ERAP1 inh: .
  esBAF inh: -5
  RAD52 anneal inh: -8
  ARNT TACC3 PPI: -3

CN(C)Cc1c(C(=O)N/N=C/c2ccoc2)nnn1-c1nonc1N
  F508del corr: 1.2
  XiGFP reactiv: 0.0
  GSIS activator: 6
  RAD54 branch: -1
  ERAP1 inh: -1
  esBAF inh: -4
  RAD52 anneal inh: -5
  ARNT TACC3 PPI: 9
